# High-throughput results (PubChem BioAssay)
# Sm TGR inh: qHTS Assay for the Inhibitors of Schistosoma Mansoni Peroxiredoxins; 360,000 tested, 3% active; purified TGR, DTNB reduction, TNB absorbance 405 nm; AID 485364, 2010; Potency, µM (top dose mostly 114 µM), for the others: at the highest dose activity change, negative = inhibition, actives largely listed as inhibitors; also: potency is read from the fitted curve at half-maximal effect; % is scaled to controls: 0 for no effect and ±100 for the full control effect; nearly all actives have a fitted effect of over 60% in size
#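 Kinetic colorimetric format: TGR-catalysed, NADPH-driven DTNB reduction monitored via TNB absorbance. Enzyme dispensed at 20 nM; compound exposure 15 min at room temperature before reaction start.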
# Pf growth 96h: Primary qHTS for delayed death inhibitors of the malarial parasite plastid, 96 hour incubation; P. falciparum luciferase reporter growth, 96 h; 320,000 tested, 6.9% active; Potency, µM (top dose mostly 28.7 µM), for inactives: top-dose activity change, negative = inhibition, usual class: inhibitors; also: potency is read from the fitted curve at half-maximal effect; % is scaled to controls: 0 for no effect and ±100 for the full control effect
#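 Compounds incubated with erythrocytes infected by luciferase-expressing P. falciparum (2% hematocrit, 0.05% parasitemia final) for 96 hours, 37 C in 5% CO2. Growth inhibition scored as decreased luciferase luminescence.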
# Pf growth 48h: Primary qHTS for delayed death inhibitors of the malarial parasite plastid, 48 hour incubation; 310,000 tested, 5.9% active; Potency, µM (titrated, usually from 28.7 µM), for the others: top-dose activity change, negative = inhibition, hits mostly inhibitors; P. falciparum luciferase growth in erythrocytes, 48 h; also: potency is read from the fitted curve at half-maximal effect; % is scaled to controls: 0 for no effect and ±100 for the full control effect
#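 Luminescence readout; reporter = integrated firefly luciferase in P. falciparum. RBC culture at 2% hematocrit, 0.1% parasitemia final, 37 C/5% CO2; decreased signal taken as growth inhibition.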
# Cycloheximide cs: Cycloheximide Counterscreen for Small Molecule Inhibitors of Shiga Toxin; max response, %; cell reporter, cycloheximide protein synthesis inhibition counterscreen; 300,000 tested, 12% active; AID 2314, 2010; in the data active = max response mostly above about 13%, no sharp cut-off; inactive = mostly below about 14%; also: read at 38.3 µM for the half of the compounds with a filed dose; 0% is about no effect
# Shiga inhibitor: A qHTS for Small Molecule Inhibitors of Shiga Toxin; Vero cells, Shiga toxin protein synthesis inhibition reporter; inhibition, % at 38.7 µM; 290,000 tested, 9.2% active; in the data active = inhibition mostly above about 28%, no sharp cut-off; inactive = mostly below about 43%; also: 0% is about no effect
# Giardia FBPA inh: qHTS Assay for Inhibitors of Fructose-1,6-bisphosphate Aldolase from Giardia Lamblia; Potency, µM (series often up to 59.6 µM), inactives show top-dose activity, negative = inhibition, usual class: inhibitors; 290,000 tested, 0.71% active; A8B2U2; purified Giardia FBPA; AID 2451, 2010; also: potency is read from the fitted curve at half-maximal effect; % is scaled to controls: 0 for no effect and ±100 for the full control effect; nearly all actives have a fitted effect of over 55% in size
# Target sequence (A8B2U2 whole entry, looked up): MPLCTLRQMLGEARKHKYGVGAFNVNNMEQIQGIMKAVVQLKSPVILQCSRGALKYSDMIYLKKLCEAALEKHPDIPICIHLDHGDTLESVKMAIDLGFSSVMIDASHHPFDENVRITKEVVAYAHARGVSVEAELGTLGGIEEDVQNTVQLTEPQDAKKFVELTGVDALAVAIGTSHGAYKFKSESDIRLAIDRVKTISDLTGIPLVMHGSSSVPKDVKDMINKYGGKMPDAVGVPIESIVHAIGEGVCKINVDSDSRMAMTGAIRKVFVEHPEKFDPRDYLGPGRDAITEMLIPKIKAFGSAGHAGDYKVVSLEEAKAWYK
#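 40 nM FBPA preincubated 10 min at RT with compound (up to 57.5 uM final), then substrate plus GAPDH/TPI/NAD/arsenate coupling and diaphorase/resazurin added. Fluorescence read after 20 min at RT, 525/598 nm.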
# * marks the source's active call; other numbers are inactive results; i = inactive; u = inconclusive; x = no result given; + = active, no number; & = joins results of further samples; [ ] = another dose, or the depositor's remark. Unless noted, calls follow the shape of the dose curve; as a rule, active = well fitted curve in the direction sought with a large enough effect; inconclusive = small, poorly fitted or top-dose-only effect, or another doubt; inactive = no such curve, though single readings can be large; an effect the other way counts as inactive or inconclusive.
# Fields – Sm TGR inh, Pf growth 96h, Pf growth 48h, Cycloheximide cs, Shiga inhibitor, Giardia FBPA inh
- CCc1ccc2oc(C(=O)NCC(c3ccc(OC)cc3)N3CCCCC3)c(C)c2c1 (stereo unspecified)
    -3%&-1%, 44%[activator], u, 8, 11, x
- Cc1coc2cc3oc(=O)ccc3cc12
    1%, 44%[activator], 61%[activator], -1, -6, 2%
- COC(=O)C1=C(C)NC(C)=C(C(=O)OC)C1c1ccc(C)o1
    -12%, 10%, -8%, -3, -1, 7%
- CCCc1ccc(C(=O)NC(=O)c2ccccc2O)cc1
    11%, 0.37µM*, 0.066µM*, 23*, 19, 19%
- COc1ccc(C(=O)N[C@H](C(=O)NCc2ccccc2)C(C)C)cc1
    0%, 14%, u, 1, 3, 14%
- O=C(COC(=O)c1ccc2c(c1)OCO2)NCc1ccc2c(c1)OCO2
    -12%, 19%, x, -3, 26, -1%
- CS(=O)(=O)N(CC(=O)NC1CCCC1)Cc1ccc(F)cc1
    10%, -2%, -10%[5.75 µM], 1, 22, 2%
- CCOc1ccccc1CNC(=O)CCCn1ccc2cc(S(=O)(=O)N3CCCC3)ccc21
    -2%&-3%, u, u, 0, -3, x
- Cc1ccc2c(c1)c(C)c(C)n2CC(O)Cn1nc(C)c(Br)c1C (stereo unspecified)
    -1%, x, u, 2, -18, -9%
- CC(NS(=O)(=O)c1ccc2c(c1)C(C)(C)C(=O)N2C)c1ccccc1 (stereo unspecified)
    4%, 0%, -23%, -4, 20, -4%
- CCn1c(SCC(=O)c2ccc(Br)cc2)nnc1C(C)NC(=O)Cc1ccc(OC)cc1 (stereo unspecified)
    2%, u, x, 4, -2, 1%
- Cc1ccc(N(CC(=O)NCc2ccco2)C(=O)CNS(=O)(=O)c2ccc(F)cc2)c(C)c1
    -30%, 67%[activator], u, 8, 15, 19%
- CCC(C)NC(=O)Nc1ccc(Br)cc1Cl (stereo unspecified)
    9%, 60%[activator], -2%, 6, 6, -4%
- COc1ccc(OC)c(C2=NOC(C(=O)NCc3cccs3)C2)c1 (stereo unspecified)
    -1%, 0.37µM*, 7%, -6, 3, 0%
- COc1ccc(C)cc1NC(=O)Nn1cnnc1
    2%, x, 2%, -6, -3, 2%
- Cc1coc2cc3oc(=O)c(CCC(=O)N4C[C@H]5C[C@@H](C4)c4cccc(=O)n4C5)c(C)c3cc12
    6%, u, u, 5, -2, 2%
- COc1ccc(NS(=O)(=O)c2ccc(SC)cc2)c(OC)c1
    0%, x, 3%, 2, -16, 4%
- CC1COC(=O)O1 (stereo unspecified)
    x, x, x, 4, -3, 1%
- COC(=O)c1sc2nc(C)nc(SCC(=O)C(C)(C)C)c2c1C
    4%, u, -4%, 38*, 52, -2%
- O=C(NC(=S)Nc1cccc2cc(O)ccc12)c1ccccc1Br
    35µM*, 13µM*, -26%, 6, 10, x

# Random excerpt: 3 records from the list
# Fields – Sm TGR inh, Pf growth 96h, Pf growth 48h, Cycloheximide cs, Shiga inhibitor, Giardia FBPA inh
- CCCc1ccc(C(=O)NC(=O)c2ccccc2O)cc1
    11%, 0.37µM*, 0.066µM*, 23*, 19, 19%
- CCC(C)NC(=O)Nc1ccc(Br)cc1Cl (stereo unspecified)
    9%, 60%[activator], -2%, 6, 6, -4%
- O=C(NC(=S)Nc1cccc2cc(O)ccc12)c1ccccc1Br
    35µM*, 13µM*, -26%, 6, 10, x

# Next part
# Fields – Sm TGR inh, Pf growth 96h, Pf growth 48h, Cycloheximide cs, Shiga inhibitor, Giardia FBPA inh
- CCOC(=O)CN1C(=O)S/C(=C\c2ccc(-c3ccc(C(=O)O)c(Cl)c3)o2)C1=O
    -28%, -18%, u, 2, -4, -3%
- CCOC(=O)C(=O)c1c(-c2ccc(C)cc2)nc2ccccn12
    3%, 148%[activator], 0%, 9, 43, -1%
- Cc1oc(-c2nc3ccccc3n2C)cc1C(=O)c1ccccc1
    25µM*, -14%, 73%[activator], 27*, +, -27%
- CCOCc1nnc(NC(=O)CS(=O)(=O)c2ccc(C)cc2)s1
    -9%, 36%[activator], 41%[activator], -5, -5, 4%
- Cc1onc(-c2ccccc2)c1C(=O)OCC(=O)NC(=O)c1ccccc1
    0%, 24%, u, x, x, x
- C=CCC1c2cccc(C(=O)O)c2C(=O)N1c1ccc(Cl)cc1 (stereo unspecified)
    -2%, x, 8%, -3, -7, 12%
- O=C(CCN1C(=O)c2ccccc2S1(=O)=O)N1CCN(c2cccc(Cl)c2)CC1
    2%, 8%, -17%, x, x, x
- C#CCOCCOCCOCCNc1nc(N2CCN(C(=O)[C@H](CCCCN)n3cc([C@@H](N)C(C)CC)nn3)CC2)nc(N2CCN(C(=O)[C@H](Cc3ccc(O)cc3)n3cc([C@@H](N)CC(C)C)nn3)CC2)n1 (stereo partly specified)
    2%, 11%, 7%, -3, -12, -12%
- COCCCN1C(=O)C(=O)/C(=C(/O)c2ccc(S(=O)(=O)N3CCCCC3)cc2)C1c1ccc(OC)cc1 (stereo unspecified)
    -11%, 13%, 32%[activator], -2, -5, 11%
- Cn1c(SCC(=O)NCc2ccccc2)nc2c([nH]c3ccccc32)c1=O
    9%, u, -39%[1.15 µM], -7, 6, 1%
- Cc1[nH]c2ccccc2c1C(=O)CSc1ccccn1
    0%, u, 14%, 40*, 45, -21%
- CCC1CCCCN1C(=O)c1noc(C(C)C)c1[N+](=O)[O-] (stereo unspecified)
    2%, 44%[activator], 0%, -2, -16, 2%
- COc1cccc(/C=N/Nc2nc(-c3cccnc3)nc3ccccc23)c1
    4%, u, u, 18*, 65*, -9%
- Cc1cccc(NC(=O)CSc2nnc(CSc3nc(C)cc(C)n3)n2Cc2ccco2)c1
    14%, 15µM*, u, -7, -6, 9%
- COc1ccc2nc(NC(=O)c3ccc([N+](=O)[O-])o3)sc2c1
    3%, 276%[activator], u, 34*, 55*, -24%
- Cc1c(Br)c([N+](=O)[O-])nn1CC(=O)Nc1ccc2nc3n(c(=O)c2c1)CCCC3
    2%, -25%, 2%, 1, 1, x
- CCOC(=O)c1ccccc1-n1nnnc1C
    -18%, 26%, 0%, 0, -8, 0%
- O=C(Nc1nnc(-c2ccc3c(c2)OCCO3)o1)C1CCCCC1
    -1%, 150%[activator], 395%[activator], 43*, 131*, 1%
- CSCCC(/C(O)=C(\C#N)c1nc2ccccc2[nH]1)N1C(=O)c2ccccc2C1=O (stereo unspecified)
    1%, x, u, -1, -1, 7%
- COc1ccccc1C(=O)NCC(=O)NCCSc1ccc(Br)cc1
    -5%, -14%, u, x, x, x

# Fields – Sm TGR inh, Pf growth 96h, Pf growth 48h, Cycloheximide cs, Shiga inhibitor, Giardia FBPA inh
- O=C1CC(SCCO)C(=O)N1c1ccc(Oc2ccccc2)cc1 (stereo unspecified)
    u, 9%, 93%[activator], -1, 12, 11%
- CC(=O)Nc1ccc(-c2c(C)cc3oc(=O)cc(-c4ccccc4)c3c2C)cc1
    x, x, x, 3, i, 21%[89.2 µM]
- C=CCNC(=O)/C(=C\c1ccc(OC)cc1)NC(=O)c1ccc([N+](=O)[O-])cc1
    5%, 38%[activator], 14%, 14, -5, 1%
- CCc1cccc(C)c1NC(=O)CN(C)Cc1cccc(F)c1
    2%, u, u, -3, -7, 7%
- Cc1ccccc1NC(=O)CN1C(=S)NC(C)(C)CC1C (stereo unspecified)
    3%, u, 10%, -2, -6, -29%
- CC(C)(C)n1nnnc1C(c1cccnc1)N1CCN(c2cccc(C(F)(F)F)c2)CC1 (stereo unspecified)
    -12%, -25%, 3.7µM*, -4, -4, 0%
- Cc1ccc(C2SCC(=O)N2Cc2ccccc2)cc1 (stereo unspecified)
    -3%, 13µM*, -3%, -3, -18, 6%
- COc1ccc(C2CC(=O)N(C)c3ccccc3S2)cc1 (stereo unspecified)
    -6%, -15%, 53%[activator], 38*, 124*, 3%
- Cc1ccc(C(=O)CCNc2ccc(F)c(Cl)c2)o1
    u, 44%, 5%, -2, 3, 0%
- Clc1ccc(-c2nn3c(C4COc5ccccc5O4)nnc3s2)cc1 (stereo unspecified)
    -3%, u, -5%, 20*, -4, 6%
- O=C(CSc1ncnc2ccccc12)c1cccs1
    0%, 233%[activator], 418%[activator], 14, 31, -5%
- CCC(=O)Nc1ccc(Cl)c(NC(=O)c2ccccc2OC)c1
    7%, 18%, 19%[5.75 µM], 11, -1, 1%
- O=C(CCSCc1ccccc1F)NCCc1ccccc1
    1%, u, 26%, 17*, 21, 3%
- CCCCCOc1ccc2oc(=O)c3c(c2c1)CCCN3C(=O)CN1CCCC(C(=O)OCC)C1 (stereo unspecified)
    4%, u, x, 9, -10, -5%
- CCn1c(/C=C/Nc2ccccc2)[n+](CC)c2cc(Cl)c(Cl)cc21
    -11%, u, 7.4µM*, -1, -7, 0%
- COc1ccc(OC)c(-c2csc(NC(=O)C3=NNC(=O)CC3)n2)c1
    7%, 16%, 0%, 9, -6, -29%
- COc1ccccc1NC(=O)c1cnc2c(-c3ccccc3)c(C)nn2c1C
    10%, 44%[activator], 1%, 1, -4, 2%
- COC(=O)C1=C(C)N=C2SC(C#N)=C(N)N2C1c1cccc(OC)c1 (stereo unspecified)
    1%, x, -7%, 1, 11, 8%
- CCOc1cc2[nH]c(=S)n(Cc3ccc(C(=O)O)cc3)c(=O)c2cc1OCC
    -8%, 9.3µM*, 26%, -2, -5, -8%
- Cc1cc(C(=O)OCc2nc3ccccc3s2)c(C)o1
    0%, x, 102%[activator], 53*, 105*, 15%

# Fields – Sm TGR inh, Pf growth 96h, Pf growth 48h, Cycloheximide cs, Shiga inhibitor, Giardia FBPA inh
- COC(=O)C1=C(CS(=O)(=O)c2ccc(Cl)cc2)NC(=O)NC1c1ccc(O)c(OC)c1 (stereo unspecified)
    u, u, 8%, -3, -14, 0%
- COC(=O)C1=C(c2c(C)noc2C)C[C@@H]2CC[C@H]1N2C(=O)NCc1ccco1
    u, 8%, 23%, x, x, x
- CNc1nc(Sc2ccccc2)cc(C(F)(F)F)n1
    10%, 46%[activator], 52%[activator], 14, 4, 3%
- O=C(Cc1ccccc1)NCC(=O)N1CCC1
    -3%, 20%, 21%, -13, -5, -4%
- Cc1ccc(C2(c3ccc(C)cc3)CC2C(=O)Nc2ccc([N+](=O)[O-])cc2O)cc1 (stereo unspecified)
    8%, 0.66µM*, 0.83µM*, -4, -13, u
- COc1ccccc1OCC(=O)NC1CCCc2ccccc21 (stereo unspecified)
    2%, -5%, -3%, -4, -10, -8%
- O=C(CCNC(=O)C1CCN(S(=O)(=O)c2ccc(F)cc2)CC1)NCc1ccccc1
    -1%, 10%, 4%, -4, -4, x
- CC1CCN(Cc2cc(=O)oc3ccc(C(C)C)cc23)CC1
    -6%, 1.9µM*, 3.3µM*, 3, 3, -11%
- CCCCOc1ccc(NC(=O)[C@@H]2CCCN2C(=O)C2CCN(S(=O)(=O)c3ccc(C)cc3)CC2)cc1
    4%, 12µM*, u, -2, -14, 0%
- CCOC(=O)c1ccccc1-c1cn2cc(Cl)ccc2n1
    -5%, 38%[activator], u, 15, 52, -8%
- COc1cc2c(cc1OC)C(C)N(C(=O)/C=C/c1cc(OC)c(OC)c(OC)c1)CC2 (stereo unspecified)
    -4%, u, 15%[0.00184 µM], -5, -17, -6%
- O=C(Nc1ccc2c(c1)OCCO2)c1cnc2n(c1=O)CCS2
    -4%, 148%[activator], 65%[activator], 30*, 18, -2%
- CSc1nsc(SCC(=O)Nc2ccccc2C(N)=O)n1
    1%, -2%, -17%, 11*, 38*, -1%
- Cc1ccc(C)c(NC(=O)C2(C)CC3c4ccccc4C2c2ccccc23)c1 (stereo unspecified)
    6%, u, u, -1, 1, 3%
- C/C(=N\NC(=O)c1ccccc1F)c1cccc(NC(=O)c2ccccc2)c1
    15%, 4%, 27%, 24*, 52*, x
